FEN1 inhibitor = qHTS Assay for the Inhibitors of Human Flap endonuclease 1 (FEN1) | Recombinant FEN1 flap cleavage, fluorescence, 15 min | 390,000 tested, 0.35% active | Potency, µM (titrated, usually from 114 µM), for inactives: at the top dose activity change, negative = inhibition, hits mostly inhibitors | P39748; note: nearly all actives have a fitted effect of over 65% in size
Target sequence (P39748 whole entry, looked up): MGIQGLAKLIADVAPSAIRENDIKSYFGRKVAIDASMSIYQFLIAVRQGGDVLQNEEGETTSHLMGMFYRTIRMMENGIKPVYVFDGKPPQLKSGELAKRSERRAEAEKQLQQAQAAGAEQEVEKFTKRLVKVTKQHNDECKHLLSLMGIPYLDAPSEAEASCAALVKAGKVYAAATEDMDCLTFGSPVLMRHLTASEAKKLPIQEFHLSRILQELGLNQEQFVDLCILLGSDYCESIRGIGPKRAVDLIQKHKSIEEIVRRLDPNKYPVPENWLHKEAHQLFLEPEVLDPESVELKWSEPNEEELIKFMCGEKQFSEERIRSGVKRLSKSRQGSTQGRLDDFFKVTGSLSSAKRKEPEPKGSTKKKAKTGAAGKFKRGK
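Quantitative HTS format: each compound was titrated, incubated with 10 nM nuclease for 15 min at room temperature, then challenged with flap substrate at 50 nM final. Signal change over 15 min gave concentration–effect curves.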
N370S GC mod = qHTS Assay for Inhibitors and Activators of N370S glucocerebrosidase as a Potential Chaperone Treatment of Gaucher Disease. N370S GC spleen homogenate, 4MU-glucoside fluorescence. Potency, µM (top dose mostly 59.4 µM), for the others: at the top dose activity change, negative = inhibition, most hits filed as inhibitors. AID 2101, 2009. 330,000 tested, 0.092% active;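 note: 0% = full enzyme activity and -100% = no enzyme basal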
KAT2A inh = qHTS Assay for Inhibitors of GCN5L2. Histone acetyltransferase KAT2A (Homo sapiens), Q92830. GCN5L2 HAT assay, ThioGlo1 CoA-SH fluorescence. Potency, µM (highest dose often 58.9 µM), inactives show top-dose activity change, negative = inhibition, most hits filed as inhibitors. 390,000 tested, 0.21% active. AID 504327, 2011
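Preincubate 20nM GCN5L2 with compound 15 min, RT → add 50uM ThioGlo1 + 75uM H3(1-25) + 70uM acetyl-CoA → read fluorescence 0 and 20 min. Primary qHTS; fluorescent artifacts likely.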
The depositor's hits bear a star; ? = inconclusive; nt = no result given; & = joins results of further samples; [ ] = remark or other dose. Calls come from the whole dose curve; as a rule, active = well fitted curve in the direction sought with a large enough effect; inconclusive = small, poorly fitted or top-dose-only effect, or another doubt; inactive = no such curve, though single readings can be large; an effect the other way counts as inactive or inconclusive. Unless noted, % is set by controls: 0 for no effect and ±100 for the full control effect; potency is the fitted concentration of half-maximal effect. Rows are unselected; about 0.54% have a hit in one of these screens.

SMILES	FEN1 inhibitor	N370S GC mod	KAT2A inh
CCCOc1cccc(C2c3c(oc4ccc(F)cc4c3=O)C(=O)N2Cc2ccc3c(c2)OCO3)c1 (stereo not drawn)	-15%	nt	-4%
O=S(=O)(c1ccc(Cl)nc1)N1CCN(Cc2ccc3c(c2)OCO3)CC1	-7%	-2%	-2%
Cc1cc(=O)n2nc(N3CCCC(C(=O)NCCCN4CCc5ccccc5C4)C3)sc2n1 (stereo not drawn)	3%	2%	-7%
Cn1cccc1C1CCCN1CC(=O)Nc1c(Cl)cc(Cl)cc1Cl (stereo not drawn)	-7%	nt	3%
CCOc1ccc2c(c1)c(=O)c(S(=O)(=O)c1ccc(CC)cc1)cn2Cc1cccc(Cl)c1	-5%	nt	0%
O=C(COc1ccc(C(=O)O)cc1)Nc1cccc(C(F)(F)F)c1	1%	-1%	13%
O=C(COC(=O)C1(c2ccccc2F)CCCC1)N1CCOCC1	10%	1%	-4%
CCn1c(O)c(C=Nc2ccccc2)sc1=S	6%	-4%	-8%
O=C(c1cccnc1)N1N=C(C2CC2)CC1(O)C(F)(F)F (stereo not drawn)	19%	-1%	-9%
COc1cc(C(CCN2CCOCC2)c2c(OC)cc(OC)c3c2OC(=O)CC3c2ccc(N(C)C)cc2)cc(OC)c1OC (stereo not drawn)	-6%&-21%	?	-7%
CC1=C(C(=O)Nc2ccccc2)C2(CCCCC2)C(C(N)=O)C(=S)N1 (stereo not drawn)	-2%	-23%	-4%
Cn1c(CNc2nc3ccccc3n2C)nc2ccccc21	10%	20%	-1%
COC(=O)c1ccccc1NC(=O)CN(C)S(=O)(=O)c1ccc(OC)cc1	4%	-1%	5%
O=C1Nc2ccccc2/C1=N\N=C\c1ccc(O)c(O)c1	13µM*	-1%	-2%
COc1ccc(NC(=O)COC(=O)Cn2cnc3ccccc3c2=O)c(OC)c1	22%	nt	0%
Cc1ccc(C(=O)OCC(=O)NC(=O)NCc2ccccc2)cc1C	-2%	nt	-6%
Cc1cc(NCC2CCCO2)n2c(nc3ccccc32)c1C#N (stereo not drawn)	-6%	29%	nt
O=C(NCCN1C(=O)S/C(=C/c2cccnc2)C1=O)C1CC(=O)N(Cc2ccccc2)C1 (stereo not drawn)	-5%	-7%	0%
C#CCOCCOCCOCCNc1nc(N2CCN(C(=O)Cn3cc(CC(C)O)nn3)CC2)nc(N2CCN(C(=O)Cn3cc(CC(C)O)nn3)CC2)n1 (stereo not drawn)	0%	-4%	1%
Cn1nc(C(=O)Nc2cccnc2)c2ccccc2c1=O	0%	2%	-6%
CCC(/C=N/NC(=O)C(N)=O)CC	-4%	1%	-4%
Cc1cccc(NC(=O)CSc2nc(-c3ccccc3)cc(=O)[nH]2)c1C	-16%	nt	1%
COCc1ccc(C(=O)NC2CCCN(Cc3ccccc3F)C2)o1 (stereo not drawn)	4%	-4%	-5%
COC(=O)c1ccccc1NC(=O)Nc1cc(C)ccn1	18%	29%	-3%
COc1ccc(CCNC(=O)CC(=O)NCCc2ccc(OC)cc2)cc1	4%	-9%	3%

(continued)
SMILES	FEN1 inhibitor	N370S GC mod	KAT2A inh
CC(C)CN(C(=O)C1CSC2(C)CCC(=O)N12)c1c(N)n(Cc2ccccc2)c(=O)[nH]c1=O (stereo not drawn)	-1%	-5%	-2%
CCOC(=O)Cn1c2[n+](c3ccccc31)CC(O)CS2 (stereo not drawn)	7%	-1%	-12%
O=C(CN1C(=O)NC2(CCc3ccccc32)C1=O)NCc1cccc(C(F)(F)F)c1 (stereo not drawn)	10%	nt	-2%
COc1ccc(-n2[nH]c(C)cc2=O)cc1	5%	-4%	-4%
CCOC(=O)c1cccc(N2C(=O)C3C4C=CC(CC4)C3C2=O)c1 (stereo not drawn)	-17%	-9%	-14%
O=c1oc2cc(OCc3c(F)cccc3Cl)ccc2cc1-c1ccccn1	-2%	nt	-4%
COCCN1CCN(C(=O)c2cc(COc3ccc(F)c(F)c3)on2)CC1	-4%	-3%	2%
C=CCn1c(COc2cccc(C)c2C)nnc1SCC(=O)N1CCN(c2ccccc2)CC1	-10%	-2%	18%
COc1ccc(CCNC(=O)c2nc(-c3cccs3)no2)cc1OC	6%	-2%	0%
N#CCC1c2ccccc2CCN1C(=O)Nc1cccc(Cl)c1 (stereo not drawn)	2%	2%	9%
Cc1cc(N2CCCC2)nc2ccc(NC(=S)NCCCN3CCC(C)CC3)cc12	-11%	7%	-5%
Cc1ccc(/C=C(\C#N)c2nc(-c3cc4c(ccc5ccccc54)oc3=O)cs2)cc1	12%	nt	27%
Cc1ccc(NC(=O)Cn2nnc(-c3nc(-c4ccncc4)no3)c2N)cc1	16%	nt	-15%
COc1ccc(CNC(=O)CN(c2cccc([N+](=O)[O-])c2)S(C)(=O)=O)cc1	0%	4%	1%
O=[N+]([O-])c1cccc(-c2ccc(C(=S)N3CCN(c4ccc(F)cc4)CC3)o2)c1	1%	5%	-10%
OCCCn1c(-c2ccccc2)csc1=Nc1ccccc1	-11%	6%	1%
CS(=O)(=O)Cc1cc(Sc2ccccc2)nc(-c2ccncc2)n1	1%	-2%	0%
O=C(COC(=O)c1cc[n+]([O-])cc1)NC(=O)c1ccc(OC(F)F)cc1	-3%	nt	-1%
C[C@@]12C(=O)Nc3ccccc3C(=O)N1[C@H]1c3cc(Br)ccc3OC[C@@H]1[C@@H]2c1ccccc1	-12%	13%	-10%
CC(C)[C@H](NC(=O)c1ccc(F)cc1)C(=O)NC1=NCCS1	3%	-14%	-6%
COc1ccc(-n2cc(-c3ccccc3)nc2SCC(=O)Nc2ccccc2C)cc1	-7%	nt	-5%
C/C(=N\OC(=O)c1ccc(C)cc1)c1sc(C)nc1C	-2%	17%	3%
Cc1ccc(S(=O)(=O)c2nnn3c2nc(NCc2ccc(F)cc2)c2sccc23)cc1	?	nt	-1%
COc1ccccc1N1CCN(CCCOc2ccc(F)cc2)CC1	2%	-2%	2%[0.501 µM]
CN(CC(=O)Nc1ccc(F)c(F)c1F)C(=O)c1ccc2c(c1)OCCO2	-5%	-7%	-8%

Profiles from above. Screens in order: FEN1 inhibitor	N370S GC mod	KAT2A inh
Record of COc1ccc(-n2cc(-c3ccccc3)nc2SCC(=O)Nc2ccccc2C)cc1 : -7%	nt	-5%
Record of CCOC(=O)Cn1c2[n+](c3ccccc31)CC(O)CS2 (stereo not drawn) : 7%	-1%	-12%
Record of O=c1oc2cc(OCc3c(F)cccc3Cl)ccc2cc1-c1ccccn1 : -2%	nt	-4%
Record of O=C(COC(=O)c1cc[n+]([O-])cc1)NC(=O)c1ccc(OC(F)F)cc1 : -3%	nt	-1%
Record of COc1ccc(CCNC(=O)c2nc(-c3cccs3)no2)cc1OC : 6%	-2%	0%

The main list resumes, repeating the three entries before the break.
SMILES	FEN1 inhibitor	N370S GC mod	KAT2A inh
Cc1ccc(S(=O)(=O)c2nnn3c2nc(NCc2ccc(F)cc2)c2sccc23)cc1	?	nt	-1%
COc1ccccc1N1CCN(CCCOc2ccc(F)cc2)CC1	2%	-2%	2%[0.501 µM]
CN(CC(=O)Nc1ccc(F)c(F)c1F)C(=O)c1ccc2c(c1)OCCO2	-5%	-7%	-8%
O=C(NCc1ccco1)c1ccc(Cn2c(=O)c3ccccc3n(Cc3ccc(Cl)cc3)c2=O)cc1	-15%	3%	-9%
CCCN(CCC)CCCNC(=O)Cn1cnc2onc(-c3ccc(F)cc3)c2c1=O	10%	nt	-3%
COc1ccc(CNC(=O)CCC2N=C3c4ccccc4N=C(SCc4ccccc4F)N3C2=O)cc1 (stereo not drawn)	4%	nt	-15%
COc1ccc2cc(C(=O)NCc3ccco3)c(=O)oc2c1	4%	11%	2%
Cc1cc(SCC(=O)N/N=C/c2ccc(C(=O)O)cc2)nc2ccccc12	-7%	-14%	4%
COc1cc(Nc2nc(-c3ccc(OC)c(OC)c3)nc3ccccc23)cc(OC)c1	?	nt	-7%
COc1ccc(OC)c(NC(=O)CCc2c[nH]c3ccccc23)c1	-15%	-11%	-14%
CCC(C(=O)Nc1ccc2c(c1)OCCO2)n1nnc2ccccc2c1=O (stereo not drawn)	-17%	-1%	-15%
O=C(CSc1nc2ccccc2s1)NCc1cc([N+](=O)[O-])ccc1O	2%	-15%	-10%
COc1ccc(CCn2c(C)cc(C(=O)COC(=O)c3cnccn3)c2C)cc1	-4%	-9%	-1%
CCOc1ccc(NC(=O)C2Cc3ccccc3N2C(=O)c2ccccc2)cc1 (stereo not drawn)	16%	nt	23%
Cc1nc2ncnn2c(C)c1CCC(=O)N1CCc2ccccc21	14%	-8%	-6%
COc1ccccc1-c1nnc(SC(C)C(=O)N2CCOCC2)o1 (stereo not drawn)	-1%	-5%	-3%
CC(C)(NO)/C(=N\O)c1ccc(Cl)cc1	-5%	20%	0%
COCCN1C=C2C(=O)C(C)(OC(=O)c3cccs3)C(=O)C=C2C=C1CCCC(=O)OC (stereo not drawn)	-16%	-11%[12.8 µM]	-24%
Cc1ccc(C2=Nc3ccccc3N=C(c3ccc([N+](=O)[O-])cc3)C2)c(O)c1	8%	-1%	0%
CCOC(=O)N1CCN(S(=O)(=O)c2cn(C)c(=O)n(C)c2=O)CC1	5%	1%	1%
O=C(Nc1cccc(F)c1)Nc1ccccn1	-14%	?	-10%
O=C(COc1ccccc1)Nc1cccc(S(=O)(=O)N2CCCC2)c1	-10%	7%	-6%
CCOC(=O)N1CCN(Cc2nc3cc(NC(=O)c4cccs4)ccc3n2CC)CC1	-3%	-1%	-7%
COC(=O)CSc1c(-c2ccccc2)c2cc(Cl)ccc2[nH]c1=O	0%	9%	-18%
c1ccc(-c2cn3c4c(sc3n2)CCCC4)cc1	2%&-11%	?	-8%
NNC(=O)c1cc(-c2ccccc2)sc1N	8%	-7%	-20%
COC(=O)c1cccc(-n2nnnc2SCC(=O)Nc2nc3c(s2)CCCC3)c1	-2%	7%	-7%
COc1ccc(C#Cc2ccc3c(=O)c4ccccc4n(C)c3c2)cc1	-16%	26%	-19%

(listing goes on)
SMILES	FEN1 inhibitor	N370S GC mod	KAT2A inh
NCCCNCCCCNCCCNC(=O)CCc1ccc(O)cc1	nt	-7%[12.8 µM]	20%[12.7 µM]
CCOC(=O)C1(Cc2cccc(F)c2)CCN(C(=O)COC)CC1	16%	-1%	3%
O=C(Nc1ccc2c(c1)CCCN2C(=O)c1ccccc1)c1ccccc1	-5%	2%	-12%
CCN(CC(=O)NC1CCS(=O)(=O)C1)c1nc(-c2cccnc2)nc2ccccc12 (stereo not drawn)	-10%	4%	-3%
O=C(Cn1nc(-c2ccc(Cl)cc2)ccc1=O)N1CCN(c2ccccc2)CC1	?	nt	-2%
COc1ccc(O)c(CN2CCN(C/C=C/c3ccccc3)CC2)c1	-17%	-2%	3%
CC1CC1C(=O)Nc1ccc(-c2ccccc2)cc1 (stereo not drawn)	-13%	20%	-6%
O=C(c1ccc2c(c1)OCO2)C1CCCN(C(=O)c2cnn(Cc3ccccc3)c2)C1 (stereo not drawn)	-17%	-10%	3%
CCc1ccc(NC(=O)N[C@H](C(=O)O)C(C)CC)cc1 (stereo partly drawn)	-3%	-2%	-1%
CCOC(=O)C1C(=O)C=C(C)C(C(=O)OCC)C1c1ccc(OC)cc1 (stereo not drawn)	-5%	1%	10%
Cc1ccc(CNC(=O)C23CN(Cc4ccccc4)CC2C(c2ccc([N+](=O)[O-])cc2)=NO3)o1 (stereo not drawn)	1%	-2%	-9%
Cc1cc(/C=C2/NC(=O)NC2=O)c(C)n1C	-18%	0%	-10%
COc1ccc(-c2nsc(NC(=O)c3cccc(OC)c3)n2)cc1	18%	nt	-9%
N#CCN1CCC(c2cc(-c3ccco3)n[nH]2)CC1	0%	-9%	0%
Cc1c[n+]([O-])ccc1Oc1ccc([N+](=O)[O-])cc1	-13%	-5%	-3%
CCOc1cccc2cc(C(=O)N3CCc4ccccc4C3)c(=O)oc12	-2%	-22%	-11%
CCS(=O)(=O)c1ccc(O)c(NC(=O)/C=C/c2ccc(Cl)cc2)c1	0%	13%	-25%
Cc1ccc(S(=O)(=O)N(C)C[C@H]2Oc3ccc(NC(=O)C4CCCCC4)cc3C(=O)N([C@H](C)CO)C[C@H]2C)cc1	9%	nt	-6%
COc1ccc(C2=CN(Cc3ccccc3)CCC2=O)cc1	-3%	nt	-7%
O=S(=O)(Nc1ccc(O)c(Sc2nc3ccccc3s2)c1)c1ccc(Cl)cc1	-21%	-4%	-6%
Cc1cc(C)c(CN2CCC(n3nccc3NC(=O)C3CCOC3)CC2)cc1C (stereo not drawn)	7%	-7%	-7%
O=C(N(Cc1ccccc1)c1ccccn1)C12CC3CC(CC(C3)C1)C2	-19%	21%	-11%
CCCOc1ccc(CNC(=O)CN2C(=O)c3cccnc3Oc3ccc(C)cc32)cc1	-13%	nt	-7%
